Source: PubChem BioAssay
Mtb RmlCD inh = inhibitors of Mycobacterium tuberculosis RmlC and RmlD coupled enzymes; P9WH09+P9WH11; RmlC+RmlD coupled enzyme assay, percent inhibition; primary screen in compound mixtures; inhibition, % at 3.6 µM; 160,000 compounds, 0.03% hits; AID 1533; in the data active = inhibition mostly above about 34%, no sharp cut-off; note: some results filed as inactive read as strong as hits
Target sequence (P9WH09 whole entry, looked up): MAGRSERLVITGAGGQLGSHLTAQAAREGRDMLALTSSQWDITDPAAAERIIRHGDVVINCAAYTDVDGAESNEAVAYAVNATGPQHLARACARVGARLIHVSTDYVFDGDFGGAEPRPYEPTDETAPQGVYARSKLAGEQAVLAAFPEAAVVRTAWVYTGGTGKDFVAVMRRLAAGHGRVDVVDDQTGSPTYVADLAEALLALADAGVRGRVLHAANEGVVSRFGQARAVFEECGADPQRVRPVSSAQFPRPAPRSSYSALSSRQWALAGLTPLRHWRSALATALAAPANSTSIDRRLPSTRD
Target sequence (P9WH11 whole entry, looked up): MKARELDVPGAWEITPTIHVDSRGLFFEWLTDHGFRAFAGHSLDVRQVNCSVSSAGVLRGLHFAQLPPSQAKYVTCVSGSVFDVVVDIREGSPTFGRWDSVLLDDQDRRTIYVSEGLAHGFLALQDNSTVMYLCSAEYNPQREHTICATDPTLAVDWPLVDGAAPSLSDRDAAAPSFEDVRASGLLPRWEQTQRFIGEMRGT
GlmU inhibition = inhibition of mycobacterial GlmU enzyme – biochemical, glucosamine-1-phosphate acetyltransferase (AID 1376). one-dose inhibition, %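 (tested at 30 µM in the primary screen)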; IC50 in µM for titrated hits. 220,000 compounds, 0.25% hits. M. tuberculosis GlmU acetyltransferase enzyme assay; higher % means a stronger effect; in the data active = inhibition above about 13%;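 note: 0% = complete reaction with vehicle and 100% = reaction without substrate; strong numbers were not always called active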
* marks the source's active call; other numbers are inactive results; x = not tested or not shown. Only part of the results is shown; count on the stated rates, not on these rows.

SMILES	Mtb RmlCD inh	GlmU inhibition
O=c1[nH]cnc2c1ncn2[C@@H]1O[C@H](CO)[C@@H](O)[C@H]1O	x	6.4%
COC(=O)c1cnn2c(C(F)(F)F)cc(-c3ccccc3)nc12	x	-3.9%
Cc1nonc1OCC(C)(COc1nonc1C)NC(=O)c1ccc(Cl)cc1	x	0.9%
O=C(O)C1CCN(c2ccc(S(=O)(=O)N3CCOCC3)cc2[N+](=O)[O-])CC1	18.5	2.9%
COc1ccc(C(=O)n2ccc(C)n2)cc1Br	11.2	x
CCCCCCc1cc2cc(C(=O)NC)c(=N)oc2cc1O	0.8	0.9%
COc1ccc(-c2nc3cc(NC(=O)Cc4ccc(OC)c(OC)c4)ccc3o2)cc1	7.4	x
COC(=O)c1cc(=O)n2c(sc3ccccc32)c1C#N	0.6	0.4%
Cc1ccc(S(=O)(=O)N2CCC(=O)N(CCOCc3ccccc3)CC2)cc1	x	2.2%
O=[N+]([O-])c1ccc(C=Nc2ccc(Cl)cc2Cl)s1	x	-1.1%
COc1ccc(C)cc1-n1c(N)c(C#N)c(C#N)c1-c1ccc(OC)c(OC)c1OC	-1.4	-2.8%
O=C(O)C1CC=CCC1C(=O)N1CCN(c2nc(-c3ccccc3)c3ccccc3n2)CC1 (centres undefined)	13.2	x
COC(=O)c1scc(C)c1NC(=O)Nc1ccccc1	8.6	-0.3%
COC(=O)c1ccc(S(=O)(=O)N2C3CCC2CC(NC(=O)C2CC2)C3)cc1 (centres undefined)	-0.3	2.7%
Cc1cccc(NC(=S)NNC(=O)CC(C)O)c1C (centres undefined)	22.9	2.9%
O=C(NCc1ccco1)c1cc(-c2ccc3c(c2)OCO3)on1	x	0.1%
O=C(NC(=S)Nc1ccc(Cl)cn1)C(c1ccccc1)c1ccccc1	x	-0.5%
O=S(=O)(c1cc(C(F)(F)F)ccc1Cl)N1CCN(c2ccccn2)CC1	19.3	-1.1%
Fc1ccc(Nc2nc(Oc3ccccc3F)nc(N3CCCC3)n2)cc1	11.0	2.4%
COC(=O)Cn1c(=O)oc2ccc(C)cc21	5.7	-3.1%
CCOC(=O)c1sc(N(Cc2ccccc2)C(=O)COC(=O)c2ccc(O)cc2)nc1C	1.6	1.1%
O=C(O)c1ccc(-c2ccc(/C=C3\NC(=O)N(Cc4ccc(Cl)cc4)C3=O)o2)cc1	-13.1	x
O=C(O)CCC(=O)N1CCC[C@H]1C(=O)O	x	-3.1%
COCCN(C(=O)Nc1ccc(OC)cc1OC)C1CCN(C(C)=O)CC1	16.8	3.1%
CCN(c1cccc(C(F)(F)F)c1)S(=O)(=O)c1ccc2c(c1)CCN2C(C)=O	-4.9	1.7%
(cont.)
SMILES	Mtb RmlCD inh	GlmU inhibition
CC(O)CCc1ccc(O)cc1 (centres undefined)	12.8	-5.5%
COC(=O)c1cc(OC)c(OC)cc1-n1cnc2cc(OC)c(OC)cc2c1=O	x	1.8%
Cc1ccc(-c2ccc([C@H]3[C@@H]4C=CCC[C@@]4(C)C(=O)N3Cc3ccccc3)c(F)c2)cc1	x	-0.9%
Cc1ccc(SCC(=O)N=C2NC(=O)CS2)cc1	5.9	-5.0%
Cn1c(Cl)nc2c1c(=O)n(Cc1cccc(Br)c1)c(=O)n2C	4.4	4.2%
Cc1ccc(C(=O)COc2cc(C)nc3nncn23)cc1	-9.1	-2.1%
CCC(C)c1ccc(NC(=S)NCc2ccccc2OC)cc1 (centres undefined)	x	1.7%
CCn1c(=O)c2cc(C(=O)NC(C)C)sc2c2ccccc21	-3.0	4.8%
Cc1noc(C)c1S(=O)(=O)N1CCC(C(=O)Nc2ccccn2)CC1	9.8	5.7%
Cc1cccc(C(=O)NNc2ncnc3c2cnn3C)c1	2.0	2.4%
CC1=C(C)CC(C(=O)Nc2cccc([N+](=O)[O-])c2)C(C(=O)O)C1 (centres undefined)	6.4	1.4%
CC1CCN(c2ccccc2NC(=S)NC(=O)C(C)(C)C)CC1	0.7	0.9%
CCOCCCn1c(=S)[nH]c2cc(C(=O)N3CCC(C(N)=O)CC3)ccc2c1=O	x	-16.4%
COc1cccc(Oc2ccc3nnc(C(F)(F)F)n3n2)c1	-8.0	-1.0%
CC(=O)C1C(c2ccccc2)c2c(n[nH]c2C)CC1(C)O (centres undefined)	x	-4.7%
CCCCN1C(=O)NC(NC(=O)c2ccco2)(C(F)(F)F)C1=O (centres undefined)	44.1	1.0%
S=C1NCN(Cc2ccco2)CN1c1ccccc1	-10.6	0.6%
CCCCc1c(O)nc(SCCC(=O)O)[nH]c1=O	x	-4.6%
Cc1cc(C)n(NC(=S)NC2CCCCC2)c(=O)c1C#N	-6.5	1.9%
NNC(=O)c1oc2ccccc2c1-n1cccc1	8.0	-2.4%
Cc1ccc(-n2cc(CN3CCCN(C=O)CC3)c(-c3ccc(F)cc3)n2)cc1	-11.3	-4.1%
O=C1C2CCCN2C(c2ccc(Cl)c(Cl)c2)N1c1ccccn1 (centres undefined)	9.6	5.8%
CCCC(=O)Nc1nc2ccc(S(N)(=O)=O)cc2s1	4.1	-2.6%
COCc1nnc(NC(=O)CCN2C(=O)c3ccccc3C2=O)s1	x	2.1%
COc1ccc(CC(=O)N/N=C/c2c(C)n(C)c3ccccc23)cc1OC	-11.8	-2.0%
Later entries:
SMILES	Mtb RmlCD inh	GlmU inhibition
CCn1c(-c2ccc3ncccc3c2)n[nH]c1=S	6.7	2.2%
O=C(c1noc2c1CCc1ccccc1-2)N1CCOCC1	9.8	-2.8%
COc1ccc(C(F)(F)F)cc1N/C=C\c1nnnn1-c1ccc(C)cc1	-4.0	7.2%
COc1cccc(-c2cc(=O)[nH][nH]2)c1	x	-2.7%
CN(C)S(=O)(=O)N1CCN(c2ccccc2Cl)CC1	-10.9	0.2%
CCOC(=O)C1CCN(C(=O)c2cccnc2Cl)CC1	-5.4	3.6%
Cc1cc(O)c(/C=N/Nc2cccc(Cl)c2)c(=O)o1	-4.1	-4.2%
CCC/C(=N\NC(=O)c1ccc(OC)c(OC)c1)c1ccccc1	13.4	-0.2%
Cc1occc1C(=O)Nc1cccc([N+](=O)[O-])c1C	x	-1.8%
COc1cccc(NC(=S)NCc2ccc3c(c2)cc(C)n3C)c1	-9.4	-2.9%
COC(=O)c1sccc1NC(=O)c1cccc(OC)c1	x	1.8%
Cc1ccc(-c2nnc(-c3ccccc3S(=O)(=O)Cc3ccc(Cl)cc3)o2)cc1	x	-1.8%
Nc1nc(-c2ccccc2)c(-c2ccc([N+](=O)[O-])cc2)s1	-10.8	-2.1%
CCOc1cc(/C=N\NC(=O)CN2CCOCC2)ccc1OCc1ccc(F)cc1	-8.2	5.1%
Cc1cccc(OCc2nnc3n2CCCCC3)c1	x	-1.3%
O=C(Nc1c(F)cc(F)cc1Br)c1cc(-c2ccco2)on1	x	6.7%
CC(=O)N1C(=O)N(C(C)=O)C2C1N(C(C)=O)C(=O)N2C(C)=O (centres undefined)	x	5.3%
CC(C)(C)NC(=O)c1ccccc1NC(=O)C1CCCO1 (centres undefined)	40.4	-2.3%
Cc1ccc(S(=O)(=O)Nc2c3ccccc3nc(=O)n2-c2ccccc2)cc1	7.0	-4.5%
CCOC(=O)C1CCCN(C(=O)c2ccc(Cn3c(=S)[nH]c4cc(C(=O)OC)ccc4c3=O)cc2)C1 (centres undefined)	-4.8	3.6%
C/C(=N\NC(=S)NC1CCCCC1)c1ccc(OC(F)F)cc1OC(F)F	x	0.6%
CCOC(=O)c1ccc(NC(=S)N2CCN(CCNC3=CC(=O)CC(C)(C)C3)CC2)cc1	-7.4	-7.3%
CCOc1ccc(-c2ccc(/C=C3/C(=N)N4C=CSC4=NC3=O)o2)c([N+](=O)[O-])c1	-0.1	-4.8%
CC(C)N1CC(C(=O)Nc2nc3ccccc3s2)CC1=O (centres undefined)	-9.0	5.2%
CC(=O)N1CCC2(CC1)C/C(=N\NC(=S)Nc1ccc(C)cc1)c1cc(O)ccc1O2	-7.8	-1.8%
Other records.
SMILES	Mtb RmlCD inh	GlmU inhibition
CCOC(=O)c1c(C)n(CCOC)c2ccc(O)cc12	-7.6	-4.8%
O=C(COC(=O)c1c(Cl)cccc1Cl)Nc1cc(Cl)ccc1Oc1ccccc1	6.7	-0.9%
CC(=O)N1CCN(c2ccc(NC(=O)c3ccc4c(c3)OCCO4)cc2Cl)CC1	5.5	-5.0%
Cc1cccc(C)c1N(Cc1ccccc1F)S(C)(=O)=O	x	0.7%
CC(C)Oc1ccc(C(CC(=O)O)n2cnnn2)cc1 (centres undefined)	-6.0	-0.4%
COCCNC(=S)N(Cc1cc2cc(C)ccc2n2nnnc12)C1CCCC1	-4.5	-3.4%
Cc1noc(C)c1CSc1nnc2ccccn12	8.9	5.2%
CN1c2ccccc2-c2nc3ccccc3n2C1c1ccccn1 (centres undefined)	-6.0	0.6%
CCOc1cccc2cc(-c3csc(NC(=O)CCC(=O)N4CCC(C)CC4)n3)c(=O)oc12	6.6	2.4%
CC(NC(=O)c1cccs1)C(=O)NC1=NCCS1 (centres undefined)	x	-1.2%
COCCNC(=O)CN(C(=O)CCC(=O)Nc1nccs1)c1ccccc1OC	x	4.3%
Cc1c(Br)cccc1NC(=O)c1sccc1-n1cccc1	0.1	x
Cc1ccc(C(=O)OCC(=O)Nc2ccccc2C(F)(F)F)cc1S(=O)(=O)N1CCOCC1	x	0.5%
NC(N)=N/N=C/c1ccccc1	4.6	1.3%
C/C(=N\NC(=O)COc1cc(C)cc(C)c1)c1ccc(N2CCOCC2)cc1	-9.2	1.0%
C#CCOc1ccccc1C(N)=O	58.4	9.0%
Cc1nnc(SCc2ccccc2Cl)n(N)c1=O	1.9	-5.4%
c1csc(-c2ncc3ccccn23)c1	-4.2	2.5%
CCOC(=O)C1C(=O)N(C(=O)c2ccc(OC)cc2)CC1c1ccccc1 (centres undefined)	x	-1.6%
CC(C)(C)NC(=O)CSc1nnc(-c2ccccn2)n1Cc1ccccc1	5.8	-2.9%
CC(=O)Nc1sc2c(c1C(c1cccs1)N1CCOCC1)CCCC2 (centres undefined)	-12.5	1.5%
CCOc1cc(N2CCOCC2)c(OCC)cc1NC(=O)COc1ncnc2ccccc12	8.5	-0.2%
Cc1[nH]nc2c1C(CC(C)C)C(C#N)=C(N)O2 (centres undefined)	-1.2	-1.7%
COc1ccc(N2C(N)=NC(N)=NC2(C)C)cc1	4.6	x
O=C(Cn1cncn1)N/N=C/c1ccc(Cl)cc1	x	3.5%

Profiles, looked up by structure. Order of values: Mtb RmlCD inh	GlmU inhibition
Record of `C#CCOc1ccccc1C(N)=O` → 58.4	9.0%
Record of `CC(=O)N1CCC2(CC1)C/C(=N\NC(=S)Nc1ccc(C)cc1)c1cc(O)ccc1O2` → -7.8	-1.8%
Record of `Cc1ccc(C(=O)COc2cc(C)nc3nncn23)cc1` → -9.1	-2.1%
Record of `CCOC(=O)c1ccc(NC(=S)N2CCN(CCNC3=CC(=O)CC(C)(C)C3)CC2)cc1` → -7.4	-7.3%

4 of the compounds above, as labelled records:
Cc1noc(C)c1CSc1nnc2ccccn12
- Mtb RmlCD inh = 8.9
- GlmU inhibition = 5.2%

CCOC(=O)C1C(=O)N(C(=O)c2ccc(OC)cc2)CC1c1ccccc1 (centres undefined)
- Mtb RmlCD inh = x
- GlmU inhibition = -1.6%

O=C(Cn1cncn1)N/N=C/c1ccc(Cl)cc1
- Mtb RmlCD inh = x
- GlmU inhibition = 3.5%

CCOc1cccc2cc(-c3csc(NC(=O)CCC(=O)N4CCC(C)CC4)n3)c(=O)oc12
- Mtb RmlCD inh = 6.6
- GlmU inhibition = 2.4%

(cont.)
SMILES	Mtb RmlCD inh	GlmU inhibition
CC1CCCN(c2nc(-c3cccnc3)nc3scc(-c4ccccc4)c23)C1 (centres undefined)	8.4	1.4%
COc1ccc(-c2csc(Nc3ccccc3)n2)cc1	9.2	4.2%
Cc1ccc(CNC(=O)c2ccccc2NS(C)(=O)=O)cc1	-15.4	1.7%
O=C(CSc1n[nH]c(-c2ccccc2)n1)Nc1ccc(N2CCOCC2)cc1	8.0	-3.6%
COc1ccc(C)cc1NC(=O)CCS(=O)(=O)c1ccc2c(c1)CCN2C(C)=O	8.2	-0.6%
CN(C)C(=S)Nn1c(-c2ccccc2)nc2ccccc2c1=O	7.0	2.7%
C=CCn1c(-c2csc(-c3ccc(OC)c(OC)c3)n2)n[nH]c1=S	22.5	-3.3%
O=C(c1cc2ccccc2oc1=O)N1CCN(c2ncccn2)CC1	x	2.1%
NNC(=O)CNC(=O)c1cccc(Br)c1	-4.0	0.3%
CC(=O)Oc1c(/C=C(\C#N)C(N)=O)[nH]c2ccccc12	-8.8	-4.7%
CC(/C=C/C=C/c1ccccc1)=N\NC(=O)c1cccnc1	7.1	7.2%
COCCCn1c(-c2ccco2)nc2ccccc2c1=O	x	2.7%
Cc1ccc(S(=O)(=O)N2CCN(C(=O)CSc3nncs3)CC2)cc1	7.7	-4.3%
COCc1c(C)cc(C)c(/C=N/O)c1C	x	-2.6%
CCC(CC)c1nnc(NC(=O)CN2C(=O)C3C4C=CC(C4)C3C2=O)s1 (centres undefined)	x	1.8%
COC(=O)c1ccc(CSc2nnc3c(Cl)cc(Cl)cn23)o1	x	7.5%
[O-][n+]1onc2c3ccnnc3ccc21	x	0.0%
O=C(CN1CCOCC1)Nc1ccc(OCc2ccccc2)cc1	9.1	2.8%
CC1(OC(=O)C2CCCC2)C(=O)C=C2C=C(c3ccsc3)N(CCc3c[nH]c4ccccc34)C=C2C1=O (centres undefined)	x	-2.3%
O=C(NCC1CCCO1)c1ccc2c(=O)n(-c3ccc(F)cc3)c(=S)[nH]c2c1 (centres undefined)	-0.3	0.9%
COc1ccc(C2C(C(=O)O)CC(=O)N2C2CCCCC2)cc1 (centres undefined)	6.2	-3.0%
CCOC(=O)Nc1cccc(NC(=O)c2ccccc2F)c1	8.6	7.5%
CCCNS(=O)(=O)c1ccc(CCC(=O)NCCc2ccc(OC)c(OC)c2)cc1	10.1	4.2%
CCOC(=O)CC1Sc2ccccc2NC1=O (centres undefined)	5.2	-4.6%
CCN(CC)C(=O)Oc1nnc(SC(C)C)n1-c1ccc(Cl)cc1	4.2	-4.1%
